# NTR1 ag: NTR1-driven beta-arrestin-GFP spot formation – imaging, U2OS cells, high content, primary screen (AID 493036); activation, % at 20 µM; 330,000 tested, 0.17% active; P30989; agonist mode;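 active means activation at or above 40% of the spot to cytoplasm intensity ratio, with at least 20 cells analyzed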;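 further: 0% = DMSO without peptide and 100% = 100 nM NTR1 peptide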
# Target sequence (P30989 whole entry, looked up): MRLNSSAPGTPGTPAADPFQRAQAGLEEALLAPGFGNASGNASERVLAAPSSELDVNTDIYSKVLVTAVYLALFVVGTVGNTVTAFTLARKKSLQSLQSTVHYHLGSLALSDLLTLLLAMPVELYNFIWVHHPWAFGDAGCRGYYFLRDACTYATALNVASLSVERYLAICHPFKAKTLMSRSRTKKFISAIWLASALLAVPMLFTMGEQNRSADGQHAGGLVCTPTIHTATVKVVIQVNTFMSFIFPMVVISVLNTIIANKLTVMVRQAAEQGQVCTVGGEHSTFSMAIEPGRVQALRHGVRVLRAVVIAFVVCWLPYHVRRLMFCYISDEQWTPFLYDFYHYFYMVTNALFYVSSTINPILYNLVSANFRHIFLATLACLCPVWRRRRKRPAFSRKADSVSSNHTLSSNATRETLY
# NTR1 ag cell count 20 µM: also measured in NTR1 ag; calls as there; cell count; measured here: cell count, cytotoxicity flag
# * = called active by the depositor. A portion of the library; count on the stated rates, not on these rows.
SMILES,NTR1 ag,NTR1 ag cell count 20 µM
Cc1sc2ncnc(N3CCC(C(=O)Nc4nnc(SCc5ccccc5F)s4)CC3)c2c1C,3.7,73
O=C(O)c1cn(Cc2ccccc2)c2ccc(Cl)cc2c1=O,2.4,89
Cc1sc2ncnc(N3CCC(C(=O)Nc4ccc(S(N)(=O)=O)cc4)CC3)c2c1C,1.0,51
COC(=O)[C@@H](Cc1ccccc1)N(Cc1ccccc1)S(=O)(=O)N(Cc1ccccc1)[C@H](Cc1ccccc1)C(=O)OC,-0.8,60
O=C(NCC(=O)N1CCCC(C(F)(F)F)C1)c1ccc2ccccc2c1 (stereo unspecified),0.4,61
Cc1csc(SC(C)C(=O)Nc2ccccc2C)n1 (stereo unspecified),0.4,63
COc1ccc(C(=O)NCC(c2ccccc2)N2CCCC2)cc1S(=O)(=O)N1CCOCC1 (stereo unspecified),3.1,52
C[C@H](CO)N1C[C@H](C)[C@@H](CN(C)C(=O)NC2CCCCC2)Oc2ccc(NC(=O)c3ccncc3)cc2C1=O,-1.7,67
O=C(CN1CCN(CN2C(=O)NC3(CCCCCC3)C2=O)CC1)Nc1cccc(F)c1,-1.2,64
CCN(CC)CCNC(=O)c1ccc(NC(=O)C2CC(=O)N(c3ccc4c(c3)OCCO4)C2)cc1 (stereo unspecified),-1.1,79
COc1ccc(-c2cc(C(=O)N3CC(C)CC(C)C3)c3ccccc3n2)cc1OC (stereo unspecified),-0.4,53
CC1CCc2c(sc(NC(=O)c3cccn3C)c2C(N)=O)C1 (stereo unspecified),6.5,51
NS(=O)(=O)c1ccc(NC(=O)CCCCCN2C(=O)c3ccccc3C2=O)cc1,-1.0,48
COc1ccc(OC)c(/C=C/C(=O)Nc2cccc(S(=O)(=O)NC3=NCCCCC3)c2)c1,-1.3,54
CCN1C(N(C)CCc2c[nH]c3ccccc23)=N[C@@H](c2cccc(C(F)(F)F)c2)C(C(=O)OC)=C1C,14.6,56
Cc1cccc(C(C)C)c1NC(=O)CSc1ncnc2[nH]ncc12,2.1,62
Cc1ccc(CNC(=O)Cn2cnc3c(NC(=O)OCc4ccccc4)ncnc32)o1,-1.2,64
O=C(Cn1cnc([N+](=O)[O-])c1)c1ccc(Cl)cc1,3.2,51
Cc1ccc(SCC(=O)OCC(=O)N(C)C2CCS(=O)(=O)C2)cc1C (stereo unspecified),-0.7,59
COc1ccc(C(=O)COC(=O)c2cccc(-n3cnnn3)c2)c(OC)c1,-1.5,61
Cc1cnc(C(=O)OCc2nc3ccccc3o2)cn1,3.0,58
COc1cc2nc(N(CCCN(C)C)C(=O)c3ccc(S(=O)(=O)N(C)C4CCCCC4)cc3)sc2cc1OC,1.9,84
CC1(C)CCC[C@]2(C)[C@H]3Cc4cc(O)ccc4O[C@]3(C)CC[C@@H]12,17.7,48
N#CCCN(C(=O)CN1c2cccc3cccc(c23)S1(=O)=O)c1ccccc1,2.6,47
COc1ccc(OC)c(NC(=O)COC(=O)CC2CCCCC2)c1,3.5,56
# (next part)
SMILES,NTR1 ag,NTR1 ag cell count 20 µM
CCOc1ccc(N(CC(=O)Nc2cccnc2)S(=O)(=O)c2ccc(C)cc2)cc1,-1.5,65
Cc1ccc2c(c1)CCCN2CC(=O)Nc1cccc(S(=O)(=O)N2CCCC2)c1,-1.7,64
Cc1onc(-c2ccccc2)c1C(=O)Nc1ccc(Cl)c(S(=O)(=O)N2CCOCC2)c1,-0.2,72
CSCCC(NS(=O)(=O)c1ccc(C)cc1)C(=O)N1CCN(C(c2ccccc2)c2ccccc2)CC1 (stereo unspecified),11.2,53
Cc1ccc(-n2c(SCC(=O)N(C)C3CCS(=O)(=O)C3)nc3ccccc3c2=O)c(C)c1 (stereo unspecified),0.7,50
COc1cccc(-c2c(-c3cc(OC)cc(OC)c3)n(C)c3ccc(-c4ccc5cc[nH]c5c4)cc23)c1,-1.2,65
CC1CCN(C(=O)c2ncn(Cc3ccccc3)c2C(=O)N2CCC(C)CC2)CC1,-1.5,63
CN(c1ccccc1)S(=O)(=O)c1ccc(C(=O)NCc2ccco2)cc1,-1.3,67
O=c1[nH]cnc2ncc(-c3ccc(O)cc3)nc12,0.4,41
COC(=O)c1c(NC(=O)CN(C)CC(=O)Nc2ccc(C)cc2)sc2c1CCC(C)C2 (stereo unspecified),15.6,62
CC1CCCN(C(=O)COC(=O)C2CCN(S(=O)(=O)c3c(Cl)cccc3Cl)CC2)C1 (stereo unspecified),2.9,59
CN(C(=O)COC(=O)CNC(=O)c1ccccc1F)C1CCCCC1,0.1,72
Cc1ccc(NC(=O)NNC(=O)COc2ccc(Cl)cc2)cc1,-1.0,44
O=C(OCC(=O)c1ccc(Cl)s1)c1cncc(Br)c1,-1.2,67
CC1CCCC(NC(=O)CN2C(=O)NC(C)(c3cc(F)ccc3F)C2=O)C1C (stereo unspecified),-0.7,52
Cc1ccc(NC(=O)C(c2ccccc2)N2CCN(C(=O)c3ccco3)CC2)cc1Cl (stereo unspecified),-1.2,64
COc1ccccc1OCCNC(=O)C1CC(=O)N(c2cccc(SC)c2)C1 (stereo unspecified),-2.0,50
Cc1ccc(NC(=O)C/C(N)=N/OC(=O)Nc2ccc(C)c(Cl)c2)cc1,2.5,57
N#CC1(NC(=O)COC(=O)Cc2n[nH]c(=O)c3ccccc23)CCCCC1,0.6,70
CN(C(=O)c1ccc(NC(=O)C2CCCN(C(=O)OC(C)(C)C)C2)cc1)C1CCCC1 (stereo unspecified),-0.1,53
Cc1ccccc1NC(=O)COC(=O)c1cccc(S(=O)(=O)N2CCCCC2)c1,1.1,54
Cc1[nH][nH]c(=O)c1N=Nc1ccc(S(N)(=O)=O)cc1,-0.4,52
Cc1noc(C)c1C(=O)Nc1nc2ccccc2s1,0.0,59
O=C(COC(=O)/C=C/c1ccccc1)NNC(=O)c1ccc([N+](=O)[O-])cc1,0.5,67
CCc1cccc(C)c1NC(=O)CCCN1C(=O)CN(C)C1=O,0.4,53

# Some of these compounds in order of heavy-atom count, low to high.
SMILES,NTR1 ag,NTR1 ag cell count 20 µM
O=c1[nH]cnc2ncc(-c3ccc(O)cc3)nc12,0.4,41
O=C(OCC(=O)c1ccc(Cl)s1)c1cncc(Br)c1,-1.2,67
Cc1ccc(NC(=O)NNC(=O)COc2ccc(Cl)cc2)cc1,-1.0,44
CN(C(=O)COC(=O)CNC(=O)c1ccccc1F)C1CCCCC1,0.1,72
CN(c1ccccc1)S(=O)(=O)c1ccc(C(=O)NCc2ccco2)cc1,-1.3,67
N#CC1(NC(=O)COC(=O)Cc2n[nH]c(=O)c3ccccc23)CCCCC1,0.6,70
CC1CCCC(NC(=O)CN2C(=O)NC(C)(c3cc(F)ccc3F)C2=O)C1C (stereo unspecified),-0.7,52
Cc1ccccc1NC(=O)COC(=O)c1cccc(S(=O)(=O)N2CCCCC2)c1,1.1,54
CC1CCN(C(=O)c2ncn(Cc3ccccc3)c2C(=O)N2CCC(C)CC2)CC1,-1.5,63
CN(C(=O)c1ccc(NC(=O)C2CCCN(C(=O)OC(C)(C)C)C2)cc1)C1CCCC1 (stereo unspecified),-0.1,53
Cc1ccc(-n2c(SCC(=O)N(C)C3CCS(=O)(=O)C3)nc3ccccc3c2=O)c(C)c1 (stereo unspecified),0.7,50
CSCCC(NS(=O)(=O)c1ccc(C)cc1)C(=O)N1CCN(C(c2ccccc2)c2ccccc2)CC1 (stereo unspecified),11.2,53

# Other structures.
SMILES,NTR1 ag,NTR1 ag cell count 20 µM
O=C(c1cccc(S(=O)(=O)N2CCN(c3ccc(F)cc3)CC2)c1)N1CCCC1,0.5,70
CC(C)(C)OC(=O)C[C@H]1C/C=C\C[C@H](CC(=O)NCCO)C(=O)NC[C@H](c2ccccc2)OC1=O,0.3,53
Cc1ccc(C(CNS(=O)(=O)c2ccc(F)cc2C)N2CCN(C)CC2)cc1 (stereo unspecified),0.1,41
COc1ccc(-c2nn(-c3ccccc3)cc2CNC[C@H]2O[C@@H](n3cnc4c(N)ncnc43)[C@H](O)[C@@H]2O)cc1,-3.5,53
Cc1ccc(C(=O)CCC(=O)OCC(=O)Nc2ccccc2SCC#N)cc1,-2.6,58
COc1cc(C(=O)OCc2csc(CC(=O)Nc3ccccc3C)n2)ccc1OCC(C)C,2.9,76
COc1ccc(C(=O)Oc2ccc(/C=N/NC(=O)c3cccnc3)cc2OC)cc1,-1.7,54
O=C(COC(=O)C1=COCCO1)Nc1ccc(F)c(F)c1,-1.9,67
Cc1ccc(OCC(=O)N2CCC3(CC2)CC(=O)c2ccccc2O3)cc1,2.2,63
NC(=O)c1ccc(NC(=O)COC(=O)c2cc3ccccc3cc2O)cc1,0.8,51
COc1ccc(NC(=O)CN(C)C(=O)c2ccc(N3CCCCCC3)c([N+](=O)[O-])c2)cc1,-1.5,41
COc1ccc(-c2c(-c3ccccc3OC)sc3ccccc23)cc1C=O,8.8,53
COc1cc(OC)cc(C(=O)NCCCCCCNC(=O)c2cc(OC)cc(OC)c2)c1,-2.8,68
O=c1oc(CCO)cc2ccc(Br)cc12,1.0,59
CCN(CC(=O)Nc1c(F)cccc1F)C(=O)c1cc(S(=O)(=O)NCc2ccccc2)ccc1C,-1.2,51
Cn1nc(C(=O)Nc2cccc(S(=O)(=O)N3CCCCC3)c2)c2ccccc2c1=O,3.4,60
O=C(Nc1ccccc1O)c1cccc(S(=O)(=O)Nc2ccccc2O)c1,-0.2,54
O=C(NNC(=O)c1cc(-c2ccccc2)nc2ccccc12)c1csc(N2CCOCC2)n1,2.8,72
CCOC(=O)c1ccccc1NC(=O)Cc1ccc(OC)c(S(=O)(=O)N2CCOCC2)c1,9.7,52
O=C(Nc1ncccn1)c1ccc([N+](=O)[O-])cc1[N+](=O)[O-],0.2,45
COc1ccc(S(=O)(=O)Nc2cccc(S(=O)(=O)N3CCCC3)c2)cc1OC,-0.7,56
O=C(COC(=O)c1cccc(F)c1)Nc1ccc(Cl)cn1,0.7,64
Cc1ccc(C)c(NC(=O)C(=O)NCC2CCCN2S(=O)(=O)c2cccs2)c1 (stereo unspecified),-0.6,71
CC(=O)C[C@H](O)CC(=O)[C@H]1OC(=O)CCCCCCc2ccccc21,1.5,44
CCCCN(C(=O)C1CCC1)c1c(N)n(CCC)c(=O)[nH]c1=O,0.7,72
# (continued)
SMILES,NTR1 ag,NTR1 ag cell count 20 µM
CC1CCCCC12NC(=O)N(CC(=O)N1CCN(S(=O)(=O)/C=C/c3ccccc3)CC1)C2=O (stereo unspecified),0.6,63
CS(=O)(=O)c1ccc(C(=O)N2CCN(C(=O)c3ccco3)CC2)cc1,-1.4,56
CC(=O)NCc1ccc(C(=O)COC(=O)COc2ccccc2)s1,3.1,60
COc1ccccc1CNC(=O)CN(C)CC(=O)Nc1ccc(F)c(F)c1F,1.9,61
O=C(CCNC(=O)c1ccc(Cl)cc1)Nc1cccc(S(=O)(=O)N2CCCCCC2)c1,-1.6,43
O=C(CCc1nc(-c2ccccc2)no1)Nc1cccc(C(=O)NC2CC2)c1,-1.1,99
Cc1ccc(S(=O)(=O)N2CCCCC2CCNC(=O)C(=O)Nc2ccccc2F)cc1 (stereo unspecified),0.4,60
Cc1ccnc(NC(=O)c2cccc(S(=O)(=O)N3CCCc4ccccc43)c2)c1,0.1,44
CSCCC(NC(=O)c1ccco1)C(=O)NCC1CCCO1 (stereo unspecified),4.2,35
CC(=O)Nc1ccc(C(=O)CCl)cc1,2.2,47
Cn1c(SCC(=O)NN2C(=O)NC(C)(c3ccccc3)C2=O)nnc1-c1ccncc1 (stereo unspecified),0.3,55
C[C@H](CO)N1C[C@H](C)[C@@H](CN(C)S(=O)(=O)c2cccs2)Oc2ccc(NC(=O)Nc3ccc4c(c3)OCO4)cc2C1=O,-2.5,60
Cc1cc(C(=O)N/N=C2\CCCC(=O)C2)c(C)o1,-1.3,61
COCCN(C(=O)COC(=O)c1ccccc1NCc1ccco1)c1c(N)n(Cc2ccccc2)c(=O)[nH]c1=O,1.4,58
COc1ccc(S(=O)(=O)N2CCCCCC2)cc1C(=O)N(C)Cc1ccc(Cl)cc1Cl,3.6,57
CCCNC(=O)C(Cc1ccc(Cl)cc1)NC(=O)c1ccc(-c2ccccc2)cc1 (stereo unspecified),1.8,58
Cc1ccc(C(C)NC(=O)c2cccs2)cc1 (stereo unspecified),1.1,51
COc1ccccc1N1CC(C(=O)Nc2ccc(C)c(S(=O)(=O)N3CCOCC3)c2)CC1=O (stereo unspecified),-0.5,50
Cc1noc(C)c1CSCC(=O)N(C)CC(=O)Nc1ccc(F)cc1,0.0,33
COCc1cccc(C2=CC(=O)C[C@H](c3ccc(OC)cc3)C2)c1,1.9,49
Cc1ccc(C(=O)OCC(=O)NNC(=O)COc2ccc(Cl)cc2)c(O)c1,1.2,61
CC12CCC(=O)N1C(C(=O)NNC(=O)c1ccc(Cl)cc1)CS2 (stereo unspecified),0.7,59
CN(C(=O)CSc1nc2ccccc2c(=O)n1-c1ccccc1F)C1CCS(=O)(=O)C1 (stereo unspecified),-2.0,48
Cc1ccc(S(=O)(=O)NC2CC(=O)N(c3ccc4c(c3)OCCO4)C2)cc1 (stereo unspecified),-0.7,70
COc1ccccc1NS(=O)(=O)c1ccc(C)c(C(=O)NCCCN2CCCC2=O)c1,0.1,50
O=C(CNC(=O)c1ccc(Cl)cc1Cl)OCN1C(=O)c2ccccc2C1=O,0.1,66
C[C@@H]1CN([C@@H](C)CO)C(=O)Cc2cc(NC(=O)Nc3ccc4c(c3)OCO4)ccc2O[C@@H]1CN(C)C(=O)NC1CCCCC1,3.6,54
CCN(CC)c1ccc(S(=O)(=O)N2CCOCC2)cc1NC(=O)COC(=O)/C=C/c1ccc(C)o1,5.7,43
Cc1cc(C)n2nc(C(=O)OCC(=O)Nc3cc(Cl)ccc3C)nc2n1,2.6,64
CCC(CO)Oc1cc(NCc2ccccc2O)c2ncn(C(C)C)c2c1 (stereo unspecified),8.7,57

# Profiles from above. Order of values: NTR1 ag, NTR1 ag cell count 20 µM
# Cc1cccc(C(C)C)c1NC(=O)CSc1ncnc2[nH]ncc12 reads 2.1, 62
# COc1ccc(C(=O)COC(=O)c2cccc(-n3cnnn3)c2)c(OC)c1 reads -1.5, 61
# Cc1cnc(C(=O)OCc2nc3ccccc3o2)cn1 reads 3.0, 58

# Screens from PubChem BioAssay.
